From PubChem
TLR9-MyD88 inh: blocks human TLR9 binding to MyD88. inhibition, % at 4.98 µM. CHO BLA complementation TLR9-MyD88, CCF4 FRET ratio. Q9NR96+Q99836. 0.21% of 340,000 active;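 active = inhibition above the mean over all tested compounds plus 3 SD, cut at about 21% in these data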;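 also: 0% = DMSO only wells and 100% = clavulanate BLA inhibitor control wells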
NCOA3 inh: inhibitors of human steroid receptor coactivator 3 (SRC3). inhibition, % at 3.6 µM. AID 588352. HEK293 GAL4-SRC3 luciferase reporter, luminescence. 0.17% of 360,000 active. Q9Y6Q9;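 active = inhibition above a per-campaign cutoff, the mean of all compounds plus 3 SD, cut at about 60% in these data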;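 also: 0% = DMSO-treated cells and 100% = gossypol-treated cells at 36 µM; higher means less SRC3-driven luciferase light from the GAL4 reporter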
TROY signal inh: inhibitors of TROY-dependent NF-kB signaling; Q293 LMP1-TROYcd NF-kB luciferase reporter, 4 h; inhibition, % at 10 µM; 0.98% of 360,000 active; AID 1347056;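 active = compounds whose plate-normalised and pattern-corrected inhibition of the luciferase reporter signal at the single screening dose is 50% or more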
NR2F2 inh: blocks human COUP-TFII nuclear receptor. 0.7% of 370,000 active. AID 686940. HEK293T NGFI-A luciferase reporter, luminescence. inhibition, % at 8.6 µM;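 active = inhibition above a per-plate cutoff, mean inhibition of test wells between control levels plus 3 SD, cut at about 38% in these data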;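 also: cells cotransfected with COUP-TFII expression vector driving the NGFI-A reporter; 0% = median of COUP-TF2 test wells and 100% = reporter-only cells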
NCOA1 inh: inhibitors of human steroid receptor coactivator 1 (SRC1). Q15788. HEK293 GAL4-SRC1 luciferase reporter, luminescence. inhibition, % at 3.6 µM. 0.12% of 360,000 active;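 active = inhibition above the campaign mean plus 3 SD, with each screening campaign given its own cutoff, cut at about 60% in these data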;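 also: 0% = DMSO treated cells and 100% = gossypol at 36 µM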
SRC2 inh: human SRC2 (NCOA2) inhibition. HEK293 GAL4-SRC2 luciferase reporter, luminescence. AID 651957. inhibition, % at 9 µM. 0.17% of 370,000 active;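 active = inhibition above the mean inhibition of all tested compounds plus 3 SD, set per campaign, cut at about 52% in these data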;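 also: 0% = DMSO treated cells and 100% = cells given Gossypol at 36 µM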
Target sequence (Q15596 whole entry, looked up, the tested form may be a part): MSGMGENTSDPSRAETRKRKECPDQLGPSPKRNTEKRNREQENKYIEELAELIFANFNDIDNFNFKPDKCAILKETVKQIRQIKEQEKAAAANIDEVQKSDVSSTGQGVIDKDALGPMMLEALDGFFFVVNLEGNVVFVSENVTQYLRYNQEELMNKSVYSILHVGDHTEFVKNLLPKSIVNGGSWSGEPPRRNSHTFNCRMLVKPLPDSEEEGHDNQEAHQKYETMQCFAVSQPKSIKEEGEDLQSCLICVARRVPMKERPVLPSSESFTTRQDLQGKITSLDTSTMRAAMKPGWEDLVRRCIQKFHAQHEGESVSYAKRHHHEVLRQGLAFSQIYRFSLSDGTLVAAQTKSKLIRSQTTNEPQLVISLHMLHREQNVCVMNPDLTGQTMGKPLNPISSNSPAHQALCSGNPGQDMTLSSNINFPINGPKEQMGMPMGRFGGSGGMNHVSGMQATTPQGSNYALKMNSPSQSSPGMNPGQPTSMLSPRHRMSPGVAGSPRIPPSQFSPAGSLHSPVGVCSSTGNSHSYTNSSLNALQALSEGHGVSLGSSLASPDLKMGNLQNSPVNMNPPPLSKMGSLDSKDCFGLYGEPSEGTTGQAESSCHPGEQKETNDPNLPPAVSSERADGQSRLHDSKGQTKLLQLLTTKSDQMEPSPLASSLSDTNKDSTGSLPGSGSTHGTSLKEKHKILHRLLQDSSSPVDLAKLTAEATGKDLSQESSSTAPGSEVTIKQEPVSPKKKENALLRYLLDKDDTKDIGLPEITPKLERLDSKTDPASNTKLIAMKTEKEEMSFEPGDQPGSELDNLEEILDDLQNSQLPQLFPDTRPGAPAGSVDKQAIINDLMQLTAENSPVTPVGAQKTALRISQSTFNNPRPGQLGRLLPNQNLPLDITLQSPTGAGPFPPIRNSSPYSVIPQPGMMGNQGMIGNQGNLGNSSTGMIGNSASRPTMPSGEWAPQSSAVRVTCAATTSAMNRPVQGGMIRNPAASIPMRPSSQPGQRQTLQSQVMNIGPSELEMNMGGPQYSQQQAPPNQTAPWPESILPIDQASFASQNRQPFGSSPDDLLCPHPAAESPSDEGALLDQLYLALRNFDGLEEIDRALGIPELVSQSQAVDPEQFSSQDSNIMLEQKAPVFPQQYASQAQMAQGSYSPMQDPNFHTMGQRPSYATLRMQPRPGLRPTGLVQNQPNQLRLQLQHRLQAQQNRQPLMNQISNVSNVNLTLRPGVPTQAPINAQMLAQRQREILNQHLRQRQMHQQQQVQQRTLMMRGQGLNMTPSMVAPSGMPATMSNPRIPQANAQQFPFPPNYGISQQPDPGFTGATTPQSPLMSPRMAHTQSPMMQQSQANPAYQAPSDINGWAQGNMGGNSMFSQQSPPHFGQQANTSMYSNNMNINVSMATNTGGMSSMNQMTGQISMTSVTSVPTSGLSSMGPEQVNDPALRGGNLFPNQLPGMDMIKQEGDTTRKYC
TRAIL sens C8: caspase-8 TRAIL sensitization; NB7+C8 cells + TRAIL, ATPlite viability luminescence; inhibition (viability loss, TRAIL sensitization), % at 10 µM; 1% of 360,000 active; AID 624354;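 active = compounds causing at least 50% loss of cell viability in the single-dose screen, relative to plate controls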
LMP1 NFkB inh: Epstein-Barr LMP1 NF-kappaB reporter inhibition | inhibition, % at 12.5 µM | 0.69% of 350,000 active | AID 504558 | LMP1-induced NF-kappaB luciferase reporter cells, luminescence; in the data active = inhibition above about 41%; inconclusive = no clear call, values can overlap the other calls;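 also: 0% = neutral control wells and 100% = reference inhibitor control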
LRH-1 inv ag: NR5A2 inverse agonism in reporter assay; 0.13% of 360,000 active; O00482; HEK293T StAR-luciferase reporter, LRH-1 transfected, 24 h; inhibition, % at 3.6 µM;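 active = inhibition above the mean inhibition of all tested compounds plus 3 SD, cut at about 73% in these data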;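 also: 0% = DMSO wells and 100% = reporter-only cells lacking LRH-1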
NOD2 RIPK2 PPI: inhibitors of human NOD2-RIPK2 interaction; CHO BLA complementation NOD2-RIPK2, CCF4 ratio; 0.38% of 360,000 active; AID 624267; O43353; inhibition, % at 4.98 µM; in the data active = inhibition above about 21%;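 also: 0% = vehicle only and 100% = reference blocker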
TWEAK Fn14 block: TWEAK-Fn14 signaling inhibition; TWEAK-stimulated Fn14 reporter cells, luciferase luminescence, 8 h; inhibition, % at 10 µM; 2% of 360,000 active; AID 1159606; in the data active = inhibition above about 50%
An asterisk follows results filed as active; ? = inconclusive; / = not tested or not shown. An excerpt; the hit share may differ from the screen's.

SMILES | TLR9-MyD88 inh | NCOA3 inh | TROY signal inh | NR2F2 inh | NCOA1 inh | SRC2 inh | TRAIL sens C8 | LMP1 NFkB inh | LRH-1 inv ag | NOD2 RIPK2 PPI | TWEAK Fn14 block
CCN(CC)C(=O)COc1ccc(CC(=O)O)cc1OC | 12.5 | 3.0 | -15.8 | 3.0 | -11.8 | 10.9 | 8.1 | 1.2 | 17.4 | 8.5 | -13.3
Nc1c2c(nc3ccccc13)N(C1CCCCC1)CC2 | -2.9 | -2.0 | -8.4 | 11.7 | -12.1 | 5.2 | -8.2 | -3.7 | -10.3 | -3.4 | 8.2
CNc1cccc(-c2c(OC)cccc2OC)n1 | / | 10.9 | -3.3 | -5.1 | -2.5 | -2.3 | 4.1 | / | 6.5 | -4.9 | -20.7
NS(=O)(=O)c1ccc(NNC(=O)c2ccc(F)cc2F)cc1 | / | 8.8 | -2.6 | 4.5 | 3.8 | -26.0 | 5.1 | -2.9 | 1.9 | -5.3 | 18.1
CC1CCCCC1NC(=O)CSc1ccc([N+](=O)[O-])cc1 (centres undefined) | 2.6 | 4.5 | 3.0 | 13.9 | -7.0 | -5.1 | 8.2 | -10.3 | 13.7 | -4.8 | -2.5
Cc1ccc(CC2SC(N)=NC2=O)cc1 (centres undefined) | 1.7 | -2.9 | -3.3 | -7.5 | -8.3 | 1.0 | -8.9 | -1.4 | 12.8 | -6.5 | 4.6
CCCN1CCN(CCCNC(=O)c2cc3c(s2)-c2c(C)cccc2OC3)CC1 | 14.0 | -7.5 | -31.5 | -11.6 | -16.4 | -10.7 | 11.4 | 1.3 | 15.2 | 5.7 | -29.1
Cc1cc(N2CCN(C)CC2)nc2ccc(NC(=S)NCCCN3CCN(C)CC3)cc12 | 9.5 | 8.6 | 5.7 | -12.6 | 8.6 | 14.0 | 2.2 | -4.8 | -3.1 | 7.8 | -30.8
Cc1ccc(S(=O)(=O)CCSc2nccn2C)cc1 | -10.8 | 11.6 | 13.1 | 8.8 | -3.2 | -8.3 | 3.4 | 3.8 | 6.6 | 9.7 | 4.6
NC(=S)N(c1ccccc1)c1ccccc1 | 9.3 | -3.9 | -6.1 | -4.5 | -12.1 | -4.0 | -17.2 | -5.6 | -1.1 | -0.2 | -3.0
COc1ccc(N2C(=O)CCC(C(=O)NCc3ccccn3)C2c2ccc(F)cc2)cc1 (centres undefined) | 2.0 | -1.9 | 1.1 | 9.2 | -3.2 | 5.0 | -1.9 | -2.5 | -1.0 | 5.2 | 4.0
CC(=O)C1=C(O)C(=O)N(CO)C1c1ccccc1F (centres undefined) | 6.5 | -5.0 | 13.2 | -9.2 | 9.9 | -5.7 | 25.2 | -0.5 | 4.5 | -6.1 | -23.7
O=C(NCC(c1cccs1)N1CCOCC1)c1cc(-c2ccc(F)cc2)nc2ccccc12 (centres undefined) | -14.3 | 14.0 | 3.9 | -11.7 | 1.7 | -2.8 | -2.2 | -2.1 | 8.5 | -1.1 | 14.5
O=C(O)c1ccc(NC2CC(=O)N(Cc3ccccc3)C2=O)cc1 (centres undefined) | -36.4 | 3.7 | 9.7 | -3.3 | -13.8 | -3.3 | 4.5 | -1.3 | 7.3 | 2.6 | 4.5
O=c1c2ccccc2[nH]c2ccc(F)cc12 | -10.0 | -5.1 | -13.9 | -6.2 | -6.3 | -14.9 | 3.6 | 6.7 | -4.4 | -17.4 | -6.2
Cc1cccc(-c2nc(-c3ccncc3)no2)c1 | -7.2 | -92.5 | -27.9 | -50.2 | -87.4 | -27.8 | 17.1 | -8.7 | -135.5 | 7.0 | 5.8
COc1cccc2c1C(=O)C[C@]1(CCCC[C@@H]1C)O2 | 6.7 | -0.1 | 17.9 | 3.8 | -6.0 | 17.0 | -9.3 | 3.3 | 20.3 | 2.8 | -0.6
N=C1SC(c2ccccc2)C(=O)N1c1ncc(Cc2ccccc2Cl)s1 (centres undefined) | 2.7 | 4.2 | 22.8 | -0.3 | -9.1 | -20.9 | 6.0 | -15.9 | -4.2 | 1.9 | -29.6
CC(OC(=O)CNC(=O)c1ccc2ccccc2c1)C(=O)NC1CCCCC1C (centres undefined) | 6.8 | 8.0 | -11.1 | 23.2 | 5.7 | 14.3 | -7.9 | 2.7 | -15.4 | -1.4 | -1.1
NC(=Nc1c([N+](=O)[O-])cnc2ccccc12)N1CCOCC1 | / | 2.6 | 4.4 | 3.5 | 14.0 | -18.8 | -4.1 | / | 16.6 | -8.1 | 3.5

Look-ups from the list:
N=C1SC(c2ccccc2)C(=O)N1c1ncc(Cc2ccccc2Cl)s1 (centres undefined) in NOD2 RIPK2 PPI is listed with 1.9
Nc1c2c(nc3ccccc13)N(C1CCCCC1)CC2 in NOD2 RIPK2 PPI is listed with -3.4
COc1cccc2c1C(=O)C[C@]1(CCCC[C@@H]1C)O2 in NCOA3 inh is listed with -0.1

The results go on:
SMILES | TLR9-MyD88 inh | NCOA3 inh | TROY signal inh | NR2F2 inh | NCOA1 inh | SRC2 inh | TRAIL sens C8 | LMP1 NFkB inh | LRH-1 inv ag | NOD2 RIPK2 PPI | TWEAK Fn14 block
O=C(CSc1nnc(-c2ccncc2)o1)NCc1ccc(Cl)cc1 | -9.9 | -23.8 | 19.9 | -1.9 | 23.3 | 13.5 | -2.9 | -2.1 | -11.2 | 1.5 | 12.1
COC(=O)C1CN(C(=O)c2cccc(OC(F)F)c2)c2ccccc2O1 (centres undefined) | 7.5 | -14.7 | 13.6 | -6.2 | 9.8 | 5.3 | -2.0 | 1.2 | 12.0 | 0.6 | 15.2
C[C@]12C(=O)N(c3ccc(F)cc3)C(=O)N1[C@H]1c3ccccc3OC[C@@H]1[C@H]2c1ccccc1 | -0.5 | -1.0 | 1.6 | 17.7 | -3.1 | 6.2 | 25.4 | ? | -20.1 | -13.8 | -11.8
NS(=O)(=O)c1ccc(NC(CNS(=O)(=O)c2ccccc2)c2ccccc2)cc1 (centres undefined) | 8.3 | -4.0 | 7.5 | 12.1 | -14.1 | 9.9 | 1.3 | -5.8 | -0.9 | -0.9 | 9.8
O=C(C1=C(O)C(=O)N(CCN2CCOCC2)C1c1ccc(Br)cc1)c1cc2ccccc2o1 (centres undefined) | -2.9 | -9.7 | -4.5 | -7.5 | -9.9 | -10.2 | 2.2 | -10.7 | 7.5 | -10.9 | -2.9
CC(C)Oc1ccc(S(=O)(=O)N2CCOCC2)cc1NC(=O)CSC(=S)N1CCCC1 | 4.9 | -11.3 | 3.0 | 3.6 | 10.0 | 6.0 | 6.8 | -10.4 | -16.0 | -6.8 | -3.9
CCc1ccccc1NC(=O)CN1CCN(C(=O)c2ccc(OCc3cn4ccccc4n3)cc2)CC1 | -3.2 | -21.8 | 9.0 | 2.6 | -3.7 | 9.3 | 7.1 | 13.5 | 8.4 | -2.9 | -11.2
CC(OC(=O)c1ccc(Cl)nc1)C(=O)Nc1ccc(S(=O)(=O)N2CCCC2)cc1 (centres undefined) | 7.6 | -20.5 | -3.1 | -15.7 | 1.1 | -5.4 | -0.7 | -2.1 | -16.2 | -1.8 | 6.9
Cc1cc(/C([O-])=C(/C(=S)Nc2ccc(F)cc2)[n+]2ccccc2)c(C)n1-c1ccc(F)cc1 | 0.2 | -18.7 | -56.5 | 4.4 | -7.4 | -4.6 | 7.9 | -5.9 | -22.2 | 3.3 | -6.7
Cc1nc(CNC(=O)CC2C(=O)NCCN2Cc2ccc(F)cc2)cs1 (centres undefined) | -7.7 | -5.8 | 2.0 | 3.0 | -1.2 | -15.4 | 8.3 | -1.1 | -14.7 | 1.5 | -13.7
COCCCNc1nc2ccccc2nc1NS(=O)(=O)c1ccc(C)cc1C | -5.0 | 9.7 | 9.7 | -19.9 | 7.8 | 9.2 | -4.1 | -6.4 | 23.2 | -7.2 | -9.9
O=C(NC1CCCCC1)c1cccs1 | -2.9 | 5.0 | -21.5 | -26.0 | -47.1 | -8.4 | -2.0 | 1.1 | -3.4 | -8.2 | -8.4
CC1(c2ccccc2Cl)NC(=O)N(CC(=O)N2c3ccccc3NC(=O)C2(C)C)C1=O (centres undefined) | 5.3 | -0.5 | 14.8 | 3.3 | -0.5 | -0.8 | -0.9 | 0.3 | -24.0 | 1.4 | 13.7
COC(=O)C1=NN(C(C)=O)C2(CC(=O)N(c3cccc(C)c3)C2=O)C1 (centres undefined) | 3.0 | 13.2 | 12.4 | 15.4 | -0.9 | -1.5 | -9.1 | 3.4 | 0.3 | 0.4 | -0.3
CCCC1CCC(C(=O)n2nc(N)c3cc4ccc(OC)cc4nc32)CC1 (centres undefined) | -2.9 | -1.2 | 18.4 | 17.8 | 5.7 | 3.5 | -0.2 | 6.2 | 1.4 | -9.2 | 30.2
Cc1ccc(NC(=O)N2CCOCC2)c(C)c1 | 1.2 | 0.6 | -4.0 | -0.8 | -1.3 | 9.6 | -0.8 | -8.9 | -3.8 | 4.5 | -16.1
CC(C)n1cc(C#N)c(N)n1 | -13.0 | 5.9 | 7.6 | -3.1 | 0.5 | 3.1 | -11.6 | -2.6 | -8.9 | 3.1 | 7.8
O=C1N2CCCc3cccc(c32)C12Nc1ccccc1S2 (centres undefined) | 2.8 | 20.7 | 10.4 | 12.0 | -2.9 | 11.1 | -12.0 | 1.7 | 27.1 | 15.3 | 48.5
CN(C)CCNC(=O)C1(C)Cc2c(-c3cccc(C(F)(F)F)c3)ccnc2O1 (centres undefined) | / | 13.8 | 7.2 | 9.5 | 5.6 | -19.9 | -18.4 | / | -7.7 | -0.1 | 16.7
C=CCNC(=O)/C(C#N)=C/c1c(C)nn(-c2ccccc2)c1Cl | 6.2 | 7.1 | -50.1 | 4.5 | -24.7 | 7.2 | -2.6 | 2.0 | 9.6 | -7.5 | 14.5
COc1cc(CN2CCNC(=O)C2CC(=O)NCc2csc(C(C)C)n2)cc(OC)c1 (centres undefined) | -2.4 | 16.4 | -0.3 | 7.5 | -9.8 | -16.3 | 9.3 | 7.7 | 2.8 | 5.0 | 11.2
O=C1CCC(C(=O)OCc2c(Cl)cccc2Cl)N1 (centres undefined) | 2.8 | -2.6 | 2.8 | -4.0 | 4.1 | -20.6 | -24.4 | -2.8 | 12.2 | -8.9 | -3.2
CCCCNc1nnc(SCC(=O)c2c(N)n(CCC)c(=O)[nH]c2=O)s1 | -5.5 | 8.2 | 12.1 | 5.4 | 3.6 | 9.1 | -2.2 | -0.5 | -5.2 | 0.4 | -5.6
Cc1cc(C)cc(-n2ncc3c2CCCC3NC(=O)c2csnn2)c1 (centres undefined) | -6.4 | 3.5 | -31.7 | -3.1 | -25.7 | -3.2 | -14.0 | -17.6 | -9.5 | -18.7 | -22.3
COc1ccccc1CCN1CCCC(CN(C)Cc2ccc(OCCO)cc2)C1 (centres undefined) | 2.8 | 6.6 | -5.5 | 15.2 | 1.9 | 2.4 | -8.7 | 0.6 | -6.4 | 14.9 | 9.3
Cc1cc(N2CCCC2=O)ccc1S(=O)(=O)N1CCOCC1 | -3.4 | -3.5 | 16.2 | 7.3 | 0.6 | 19.4 | -6.9 | 11.1 | 1.8 | -4.6 | -25.2
